# Source: PubChem BioAssay
# Glioma ERSR ind: inducers of ER stress response in human glioma cells. U87-MG GRP78 promoter luciferase reporter, 16 h. Potency, µM, for inactives: at the top dose activation, hits mostly activators. hit rate 0.02% among 420,000. AID 602332; also: potency is read from the fitted curve at half-maximal effect; series mostly up to about 76 µM; % of control where 0% means no effect; nearly all actives have a fitted effect of over 35% in size
#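 Stably transfected U87-MG glioma cells carrying a GRP78-based luciferase sensor; 16 h compound incubation. Luminescence end-point read 10 min after Bright-Glo addition at room temperature.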
# D1 potentiator: human D1 dopamine receptor positive modulation; hit rate 0.036% among 360,000; AID 504651; potentiation, % at 10 µM; HEK293 TREx D1 cells, calcium flux, dopamine EC20 potentiation; in the data active = potentiation above about 30%; also: 0% is about no effect
# Target sequence (P21728 whole entry, looked up): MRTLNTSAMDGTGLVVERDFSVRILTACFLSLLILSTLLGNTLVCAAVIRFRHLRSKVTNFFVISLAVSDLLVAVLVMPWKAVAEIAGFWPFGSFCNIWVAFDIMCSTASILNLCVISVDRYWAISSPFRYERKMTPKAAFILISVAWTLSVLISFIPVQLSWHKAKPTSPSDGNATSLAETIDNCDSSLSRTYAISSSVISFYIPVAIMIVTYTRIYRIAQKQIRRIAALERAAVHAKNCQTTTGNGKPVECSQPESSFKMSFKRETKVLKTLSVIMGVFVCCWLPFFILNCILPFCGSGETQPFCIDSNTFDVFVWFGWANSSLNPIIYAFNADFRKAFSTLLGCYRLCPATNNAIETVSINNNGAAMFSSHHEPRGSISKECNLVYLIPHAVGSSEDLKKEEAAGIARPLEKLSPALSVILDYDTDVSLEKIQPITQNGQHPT
# Vif-APOBEC3G blk: Vif-A3G binding inhibition. Q9HC16. HeLa A3G-eYFP + Vif (tagged APOBEC3G with the HIV-1 protein that degrades it), YFP fluorescence, overnight. Potency, µM (doses to about 46.1 µM), for inactives: top-dose activity, negative = active, most hits filed as inhibitors. hit rate 0.076% among 410,000. AID 602310;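 also: potency is read from the fitted curve at half-maximal effect; % is scaled to controls: 0 for no effect and ±100 for the full control effect; nearly all actives have a fitted effect of over 60% in size; hits raise eYFP signal because A3G escapes Vif-driven loss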
#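 Read-out is eYFP fluorescence (Ex 488/Em 500-530) from Vif-expressing HeLa A3G-eYFP cells; more signal means A3G escaped Vif-mediated degradation. Cells plated overnight, compound pinned in, incubated overnight at 37 deg C.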
# LDHA block: blocks human lactate dehydrogenase A; hit rate 0.15% among 480,000; purified LDHA, NADH/diaphorase-resazurin fluorescence; hits give low values; activity change, % (values are at about 110 or 230 µM); in the data active = activity change below about -30%; inconclusive = mostly about -25% to -30%;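 also: plate controls were DMSO wells for no effect and wells without enzyme for full effect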
#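 Human LDH5 (2 nM) was incubated with 0.06 mM NADH and 0.2 mM pyruvate for 5 min at room temperature in Tris pH 7.4. Remaining NADH was coupled through diaphorase/resazurin, and resorufin fluorescence was read at 0 and 20 min.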
# Vif-APOBEC3F blk: blocks the Vif interaction with APOBEC3F | HeLa A3F-eYFP + Vif (tagged APOBEC3F with the HIV-1 protein that degrades it), YFP fluorescence increase | Potency, µM (titrated, usually from 46.1 µM), for the others: at the top dose activity, negative = active | hit rate 0.2% among 390,000 | AID 602313; also: potency is read from the fitted curve at half-maximal effect; % of control where 0% means no effect; nearly all actives have a fitted effect of over 65% in size
#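 HeLa cells stably expressing Vif plus C-terminally eYFP-tagged A3F were seeded, incubated overnight at 37 deg C, dosed with compound, incubated overnight again at 37 deg C. Yellow fluorescence (Ex 488/Em 500-530) reported blocked Vif-mediated A3F-eYFP degradation.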
# RXFP1 ag: RXFP1 (human) receptor agonism; Q9HBX9; HEK293T-RXFP1 cAMP TR-FRET, 30 min; response scale: percent of porcine relaxin response, buffer zero; Potency, µM (titrated, usually from 57.5 µM), for inactives: at the top dose activation, most hits filed as activators; hit rate 0.3% among 370,000; AID 2676; also: potency is read from the fitted curve at half-maximal effect; % is scaled to controls: 0 for no effect and ±100 for the full control effect; nearly all actives have a fitted effect of over 60% in size; many of its hits are not listed in these tables
#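 Agonist response is measured as cAMP accumulation in an RXFP1-transfected HEK293T line under PDE4 inhibition. Values are scaled between buffer-only and 29 nM porcine relaxin, and EC50s come from standard Hill equation fits.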
# D2 potentiator: positive allosteric modulators of human D2 dopamine receptor | P14416 | HEK293 T-REx D2, calcium flux, EC20 dopamine potentiation | potentiation, % at 10 µM | hit rate 0.34% among 340,000 | AID 485347;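 active = potentiation over 3 SD above the plate norm, cut at about 30% in these data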; also: 0% is about no effect
# Target sequence (P14416 whole entry, looked up): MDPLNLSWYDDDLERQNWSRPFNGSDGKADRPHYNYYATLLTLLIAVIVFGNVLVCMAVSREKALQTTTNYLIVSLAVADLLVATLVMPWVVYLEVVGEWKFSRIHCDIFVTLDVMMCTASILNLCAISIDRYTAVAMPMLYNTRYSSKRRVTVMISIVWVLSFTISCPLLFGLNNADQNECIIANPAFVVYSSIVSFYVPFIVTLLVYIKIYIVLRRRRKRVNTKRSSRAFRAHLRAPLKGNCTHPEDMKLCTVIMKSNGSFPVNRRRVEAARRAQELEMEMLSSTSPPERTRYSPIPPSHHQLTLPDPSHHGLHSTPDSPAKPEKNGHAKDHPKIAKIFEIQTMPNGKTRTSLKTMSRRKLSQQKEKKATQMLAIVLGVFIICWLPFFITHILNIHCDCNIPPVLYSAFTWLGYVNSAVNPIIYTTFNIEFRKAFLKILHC
#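 Calcium flux readout, no-wash dye, 1 read/s. Inducible HEK293 Trex D2 line, overnight 30 C. Compound alone 180 s (agonist flags), then EC20 dopamine, another 180 s to score potentiation.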
# D1 ag: activates the human D1 dopamine receptor; P21728; HEK293 T-REx D1 cells, calcium flux, agonist mode; activation, % at 2 µM; hit rate 1% among 360,000; AID 504660; in the data active = activation above about 30%; also: 0% is about no effect
#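 Inducible HEK293 T-REx D1 cells, force-coupled to calcium signalling, were plated at 4000 cells/well with tetracycline and held overnight at 30 C. After no-wash calcium dye loading, compound-evoked calcium rise over 180 s flagged agonists.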
# D1 antag: blocks dopamine activation of the human D1 receptor | hit rate 3.2% among 360,000 | HEK293 TREx D1 cells, calcium flux, dopamine EC80; hits give low values | AID 504652 | activity change, negative = inhibition, % at 10 µM | P21728; in the data active = activity change below about -30%; also: % is scaled to controls: 0 for no effect and ±100 for the full control effect
#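 Kinetic fluorescence of a calcium dye serves as the read-out. D1-expressing Hek293 Trex cells, induced overnight at 30 C, are exposed to compound for 180 s before an EC80 dopamine addition, then read 180 s further.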
# Active calls of the source: *; ? = inconclusive; · = not tested or not shown. Unless noted, calls follow the shape of the dose curve; as a rule, active = well fitted curve in the direction sought with a large enough effect; inconclusive = small, poorly fitted or top-dose-only effect, or another doubt; inactive = no such curve, though single readings can be large; an effect the other way counts as inactive or inconclusive. The list is partial; the hit share may differ from the screen's.
SMILES,Glioma ERSR ind,D1 potentiator,Vif-APOBEC3G blk,LDHA block,Vif-APOBEC3F blk,RXFP1 ag,D2 potentiator,D1 ag,D1 antag
O=c1cc(CSc2nnc(COc3ccc(Cl)cc3)o2)c2ccccc2[nH]1,-4%,-1,1%,-4,3%,-0.6%,13,4,6
O=c1[nH]c2ccccc2c(=O)c2ccccc12,-2%,·,0%,-2,-7%,·,·,·,·
O=C(COC(=O)c1ccc[nH]c1=O)NCCCc1ccccc1,1%,6,-7%,-5,5%,-3.1%,8,1,-17
COc1ccc(Cl)cc1NC(=O)CN1C(=O)NC(C)(Cc2ccc(OC)c(OC)c2)C1=O (centres undefined),-1%,-6,-3%,0,-1%,0.4%,-3,-1,-18
COc1ccc2cc(S(=O)(=O)N3CCOCC3)ccc2c1,-5%,-2,-1%,9,0%,1.1%,-5,1,4
Cc1nc(SC(C)C(=O)c2c(N)n(C)c(=O)n(C)c2=O)c2c(C)c(C)sc2n1 (centres undefined),-6%,3,-9%,-7,0%,7.2%,11,5,2
Cc1cc(Cl)nc(Cl)c1C(=O)NC(=O)NCCC(C)C,-3%,-5,3%,0,-1%,2.6%,-5,0,7
CCCCN(C(=O)CSc1cc(C)c2ccc(OC)cc2n1)c1c(N)n(Cc2ccccc2)c(=O)[nH]c1=O,-2%,2,-9%,-2,-2%,9.9%,8,2,9
Cc1cc(NC(=O)C(=O)NCCN2CCN(C(=O)c3cccs3)CC2)ccc1Br,0%,-4,0%,-1,2%,0.7%,-10,14,-10
C[C@H]1CN([C@@H](C)CO)C(=O)CCCn2nncc2CO[C@@H]1CN(C)S(=O)(=O)c1ccc(-c2ccccc2)cc1,-5%,·,1%,-5,0%,·,·,·,·
COc1cc(/C=C/C(=O)OCC(=O)Nc2ccc3[nH]c(=O)[nH]c3c2)ccc1OC(F)F,-5%,·,2%,-3,2%,·,·,·,·
O=C(CCCC1=NS(=O)(=O)c2ccccc2N1)N1CCN(c2ccc([N+](=O)[O-])cc2)CC1,-2%,1,-8%,-6,?,-2.7%,13,3,2
CCC(CC)NC(=O)c1cccc(Oc2ccccc2)c1,-2%,-2,8%,-2,15%,-2.2%,-6,1,9
O=C1/C(=C/c2cccnc2)SC(=S)N1c1ccccc1,0%,0,-1%,1,-8%,-0.4%,11,2,5
COc1ccc(/C=N/NC(=O)c2cccc(Br)c2)cc1Cn1cc(Cl)cn1,-2%,-3,-14%,2,-6%,-0.2%,-23,5,-1
CCOc1cc(/C=C(\C#N)C(=O)NCC2CCCO2)ccc1OCC(N)=O (centres undefined),-1%,-8,-1%,-8,-7%,0.5%,15,2,-3
COc1ccccc1CNC(=O)CN(C)CC(=O)Nc1cccc(F)c1,-5%,-6,-1%,-2,-4%,0.1%,-11,1,-2
COc1ccc(Cl)cc1NC(=O)Cn1c(C)csc1=O,-3%,3,0%,1,-2%,-3.0%,-3,0,10
O=C(CCNC(=O)c1ccccc1Cl)NC1=NCCS1,-6%,-5,0%,-6,-3%,2.1%,-6,2,-8
COc1ccc(-c2coc3c(CN4CCOCC4)c(O)ccc3c2=O)cc1,-2%,-2,1%,-5,-8%,3.0%,12,1,10
Cc1ccc[n+](CC(=O)c2cc3ccccc3oc2=O)c1,0%,2,1%,20,-1%,2.4%,-2,3,8
O=C(NC1CCCC1)c1ccc(CSc2nc3cccnc3n2Cc2ccccc2)cc1,-1%,-3,-3%,-4,-2%,-1.1%,·,-1,-14
CC(C)(C)C(=O)NC(=S)Nc1sc2c(c1C(N)=O)CCC2,9%,-1,1%,2,-4%,1.6%,-8,0,-23
O=C1c2ccccc2-c2nnc(-c3ccccc3)cc21,-7%,1,3%,4,-2%,0.1%,4,-3,11
CCOC(=O)c1c(C)[nH]c(C)c1S(=O)(=O)N1CCC(C(=O)Nc2ccc(OCC)cc2)CC1,-2%,-1,2%,-7,6%,1.9%,3,2,-3

# Reprinted at random: four records from the list.
SMILES,Glioma ERSR ind,D1 potentiator,Vif-APOBEC3G blk,LDHA block,Vif-APOBEC3F blk,RXFP1 ag,D2 potentiator,D1 ag,D1 antag
COc1ccc2cc(S(=O)(=O)N3CCOCC3)ccc2c1,-5%,-2,-1%,9,0%,1.1%,-5,1,4
CCCCN(C(=O)CSc1cc(C)c2ccc(OC)cc2n1)c1c(N)n(Cc2ccccc2)c(=O)[nH]c1=O,-2%,2,-9%,-2,-2%,9.9%,8,2,9
COc1cc(/C=C/C(=O)OCC(=O)Nc2ccc3[nH]c(=O)[nH]c3c2)ccc1OC(F)F,-5%,·,2%,-3,2%,·,·,·,·
COc1ccccc1CNC(=O)CN(C)CC(=O)Nc1cccc(F)c1,-5%,-6,-1%,-2,-4%,0.1%,-11,1,-2

# The list goes on.
SMILES,Glioma ERSR ind,D1 potentiator,Vif-APOBEC3G blk,LDHA block,Vif-APOBEC3F blk,RXFP1 ag,D2 potentiator,D1 ag,D1 antag
CC(=O)N1CCc2c(sc(NC(=O)CS(=O)(=O)c3ccc(F)cc3)c2C(N)=O)C1,-1%,-2,0%,6,5%,-1.0%,4,1,32
Cc1nc(=O)c(-c2ccccc2)c(C)n1-c1ccccc1C(=O)O,-1%,-3,1%,-13,-22%,0.1%,9,0,-10
O=S(=O)(NCCC1=CCCCC1)c1c(Cl)cccc1Cl,0%,-1,1%,3,?,0.6%,7,0,-8
COCCNC(=O)c1onc(CSc2ccc(F)cc2)c1C(=O)NCCOC,-2%,1,-1%,-3,2%,0.6%,8,3,-16
CCOc1cc(C)nc(Oc2ccc(=O)[nH]n2)n1,-2%,5,2%,-4,-1%,0.5%,·,0,-3
CCOC(=O)c1cccc(-n2nnc3c(sc4nc(C)c(Br)c(C)c43)c2=O)c1,-1%,2,-1%,-2,0%,0.4%,-5,-1,6
CCOc1ccc(C2C=C(c3cccc(OC)c3)Nc3nnnn32)cc1 (centres undefined),14%,-5,-5%,-5,0%,1.2%,16,-1,8
O=C(COc1ncnc2sccc12)N1CCc2ccccc2C1,-1%,-4,2%,-1,-1%,1.7%,7,2,10
O=C(CSCc1ccc(Cl)cc1)N/N=C/c1c(Cl)cccc1Cl,-5%,-3,-3%,-4,2%,1.9%,-2,12,10
O=C(O)CC(NNC(=O)c1ccccc1)C(=O)Nc1cccc([N+](=O)[O-])c1 (centres undefined),6%,-2,-1%,-2,3%,6.5%,1,0,-4
CCCn1ccc2c(OCC(=O)Nc3ccc(C(F)(F)F)cc3)cccc2c1=O,-2%,-5,-1%,-4,-10%,3.5%,-7,7,·
COc1ccc(NC(=O)COC(=O)c2ccc(OCc3ccccc3Cl)c(OC)c2)c(OC)c1,-3%,1,0%,-2,8%,2.5%,-20,4,2
COc1cccc(C(=O)OCC(=O)N2CCc3ccccc32)c1OC,4%,3,0%,-9,0%,-0.2%,9,1,-1
COC(=O)[C@@H]1CC[C@H](C)[C@@H](c2ccc(C)cc2)N1C(=O)c1ccc(/C=N/O[C@H](C)c2cn([C@@H]3COC[C@H]3O)nn2)cc1,·,-3,·,·,·,2.8%,4,4,-8
O=C(NOCc1ccccc1)c1coc(-c2ccccc2)n1,0%,·,0%,-1,0%,·,·,·,·
Cc1ccc(NC(=O)CCCNC(=O)c2ccc(Cl)cc2)nc1,1%,-3,2%,0,1%,0.8%,1,2,4
Cc1c(OC(C)C(=O)NCC2CCC(C(=O)O)CC2)ccc2c3c(c(=O)oc12)CCCC3 (centres undefined),-4%,3,-1%,-3,1%,3.3%,9,2,5
O=C(Cn1c(NCCO)nc2ccccc21)Nc1cccc(S(=O)(=O)N2CCCC2)c1,-5%,·,2%,-2,1%,·,·,·,·
CCOc1ccc(CCNC(=O)COC(=O)c2nccnc2N)cc1OCC,-4%,3,3%,-4,4%,0.6%,·,-2,-7
O=C(NC(Cc1ccccc1)c1ccc2c(c1)OCCCO2)c1ccccc1F (centres undefined),2%,-3,1%,-1,5%,-0.6%,4,5,-6
CCC(=O)OC1(C(C)=O)CCC2C3CCC4=CC(=O)CCC4(C)C3CCC21C (centres undefined),0%,·,1%,10,-8%,·,·,·,·
CCCCC(=O)N1CC2(C)CN(C(=O)CCCC)CC(C)(C1)C2=O,0%,0,2%,-1,-6%,2.1%,1,1,-16
Cc1cccc(N2CCN(S(=O)(=O)c3ccc4c(c3)NC(=O)CO4)CC2)c1C,-5%,0,1%,1,0%,1.2%,1,3,-1
CN(c1ccccc1)S(=O)(=O)c1ccc(Cl)c(C(=O)Nc2nc3ccccc3[nH]2)c1,-3%,1,-1%,-13,-2%,1.2%,-6,2,-27
O=C(CN1CCOCC1)Nc1nc(-c2ccc3c(c2)CCN3S(=O)(=O)c2ccccc2)cs1,-4%,5,0%,-3,-8%,-0.6%,4,4,-28
SMILES,Glioma ERSR ind,D1 potentiator,Vif-APOBEC3G blk,LDHA block,Vif-APOBEC3F blk,RXFP1 ag,D2 potentiator,D1 ag,D1 antag
COc1ccccc1NS(=O)(=O)c1cc(C(=O)NCC(c2cccs2)N2CCOCC2)ccc1C (centres undefined),-3%,3,1%,-5,-4%,-0.5%,5,0,5
O=C(CN1CCC(C(=O)c2ccc(Cl)cc2)CC1)Nc1ccc2c(c1)OCCO2,-6%,-7,4%,-7,-8%,4.2%,-24,7,-5
N#CC1=C2SCN(Cc3ccco3)CN2C(=O)CC1c1ccccc1F (centres undefined),-1%,-1,2%,17,-7%,4.2%,1,2,·
O=S(=O)(CCN1CCOCC1)c1ccc(Cl)cc1,-5%,·,-5%,-14,-5%,·,·,·,·
CCOP(=O)(OCC)C(Nc1cccc([N+](=O)[O-])c1)c1ccc(N(C)C)cc1 (centres undefined),-8%,3,1%,3,-15%,-0.3%,0,1,-6
CC1CCCN(C(=O)COc2ccc(-c3ccccc3)cc2)C1 (centres undefined),5%,-6,0%,-1,12%,2.4%,-3,8,1
CC(C)(C)OC(=O)N1CCC[C@H]1C(=O)N/N=C/c1ccc2ncccc2c1,-3%,1,2%,-2,7%,1.1%,-11,2,-4
COc1cc(CN2CCNC(=O)C2CC(=O)NC2CCC2)cc(OC)c1 (centres undefined),-6%,4,-1%,2,-8%,3.8%,7,0,4
CCCCOC(=O)c1ccc(NC(=O)C2(c3cccs3)CCOCC2)cc1,1%,-1,-1%,1,-10%,1.2%,-6,4,·
